From PubChem BioAssay
M. tuberculosis: growth inhibition of non-replicating M. tuberculosis (AID 488890); actives 0.39% (n = 320,000); inhibition, % at 25 µM; hits with a dose series show IC50 in µM; Mycobacterium tuberculosis non-replicating, growth inhibition; higher % means a stronger effect; in the data active means a potency from the dose series; inconclusive means inhibition mostly from about 82% at the one dose, without a potency; inactive means the rest, 99 in 100 with inhibition below about 76%;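 further: plate controls were DMSO cells for no effect and high antibiotic wells for full effect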
H1N1 NS1A inhibition: NS1A inhibition, H1N1 influenza, cell based functional assay (AID 504329). NS1A functional cell-based assay, percent inhibition; higher % means a stronger effect. inhibition, % at 12.5 µM, or IC50 in µM where a hit was titrated. actives 0.3% (n = 340,000); in the data active means a potency from the dose series; inconclusive means inhibition above about 27% without an active follow-up result; further: strong numbers were not always called active
inhibitors of VEEV: inhibitors of VEEV TC-83 cytopathic effect, confirmation, Vero cells (AID 588727); Vero cells, VEEV TC-83 cytopathic effect inhibition; higher % means a stronger effect; inhibition, % at 20 µM; hits with a dose series show IC50 in µM; actives 0.13% (n = 350,000); in the data active means a potency from the dose series; inconclusive means inhibition mostly from about 14% at the one dose, without a potency; inactive means the rest, 99 in 100 with inhibition below about 12%; further: strong numbers were not always called active
H37Rv inhibition: M. tuberculosis growth inhibition, HTS (AID 449762); one-dose inhibition, % at 25 µM; IC50 in µM for titrated hits; M. tuberculosis H37Rv growth inhibition, 7H9 media; higher % means a stronger effect; actives 0.59% (n = 330,000); in the data active means a potency from the dose series; inconclusive means inhibition above about 70% without an active follow-up result;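 further: bacterial growth assessed after seven days of incubation; strong numbers were not always called active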
PhoP GFP inhibition: Inhibition of PhoP regulon, Salmonella typhi GFP reporter cells, confirmation, 4 h (AID 1850). Salmonella Typhi PhoP-promoter GFP reporter, fluorescence, 4 h; higher % means a stronger effect. one-dose inhibition, % at 50 µM; IC50 in µM for titrated hits. actives 0.33% (n = 310,000); in the data active means a potency from the dose series; inconclusive means inhibition mostly from about 25% at the one dose, without a potency; inactive means the rest, 99 in 100 with inhibition below about 19%;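 further: 0% = induced wells with vehicle and 100% = uninduced wells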
inhibitors of VEEV 10K pilot screen: further read-out of inhibitors of VEEV, marked with its call; inhibition, %; measured here: 10K pilot screen inhibition
The depositor's hits bear a star. Random draw from the library. About 1.5% of those tested had a hit in this group.

`O=C(Nc1cc(-c2nc3ccccc3s2)ccc1Cl)c1ccc2c(c1)OCO2` gave M. tuberculosis -4%, H1N1 NS1A inhibition -3%, inhibitors of VEEV 4.0%, H37Rv inhibition -3% and PhoP GFP inhibition -4%.
For CC(C)NC(=O)c1onc(CSc2ccc(Cl)cc2)c1C(=O)O the results were M. tuberculosis 70%, H1N1 NS1A inhibition -10%, inhibitors of VEEV 0.1%, H37Rv inhibition inconclusive, PhoP GFP inhibition -7% and inhibitors of VEEV 10K pilot screen 0.7.
Cc1sc2ncnc(SCC(=O)Nc3cccc(S(N)(=O)=O)c3)c2c1C was read as M. tuberculosis 8%, H1N1 NS1A inhibition -6%, inhibitors of VEEV 6.9% and H37Rv inhibition -9%.
Screening CCOC(=O)C(CC)Sc1nc(N)c(NC(=O)c2ccc(OC)c(OC)c2)c(=O)[nH]1 (stereo not given) returned M. tuberculosis -10%, H1N1 NS1A inhibition -7%, inhibitors of VEEV 0.7%, H37Rv inhibition -6% and PhoP GFP inhibition -2%.
Cc1cc(C)cc(NC(=O)COc2ccc3c(C)c(Cc4ccccc4)c(=O)oc3c2)c1 was read as M. tuberculosis 2%, H37Rv inhibition 1% and PhoP GFP inhibition -2%.
`CC(C)C(=O)Nc1cccc(COc2ccc(CN(Cc3ccccc3)C(=O)OC(C)(C)C)cc2)c1` gave H1N1 NS1A inhibition -6% and inhibitors of VEEV 2.6%.
For CN(Cc1ccccc1)C(=O)CNC(=O)C12CC3CC(CC(C3)C1)C2 the results were M. tuberculosis 11%, H1N1 NS1A inhibition 8%, inhibitors of VEEV inactive and H37Rv inhibition 0%.
`COc1c(F)c(F)c(C(=O)Nc2ccccc2N2CCN(C(=O)C(C)C)CC2)c(F)c1F` gave M. tuberculosis 3%, H1N1 NS1A inhibition 9%, inhibitors of VEEV 1.3%, H37Rv inhibition 0% and PhoP GFP inhibition -14%.
C#CCNC(=O)C1=C[C@@H](c2ccc3c(c2)OCO3)C[C@@H](OCc2ccc(CO)cc2)O1 was read as M. tuberculosis 16%, H1N1 NS1A inhibition -23%, inhibitors of VEEV 1.3%, H37Rv inhibition 4% and PhoP GFP inhibition 8%.
CCCOc1cccc(C(=O)N(Cc2ccc(OC)c(OC)c2)C2CCS(=O)(=O)C2)c1 (stereo not given) was read as M. tuberculosis 10%, H1N1 NS1A inhibition 0%, inhibitors of VEEV inactive, H37Rv inhibition -2% and PhoP GFP inhibition -3%.
O=c1c2c(nc3nc[nH]n13)CCC2 was read as M. tuberculosis -5%, H1N1 NS1A inhibition -3%, inhibitors of VEEV 2.4%, H37Rv inhibition -2% and PhoP GFP inhibition -7%.
`O=C(C1=C(O)C(=O)N(Cc2ccccc2)C1c1cccnc1)c1ccco1` (stereo not given) gave M. tuberculosis 0%, H1N1 NS1A inhibition -7%, inhibitors of VEEV 1.0%, H37Rv inhibition -12% and PhoP GFP inhibition 16%.
COc1ccc(/C=N/S(=O)(=O)c2ccc(C)cc2)cc1 was read as M. tuberculosis -4%, H1N1 NS1A inhibition -1%, inhibitors of VEEV 2.4%, H37Rv inhibition -4% and PhoP GFP inhibition 5%.
O=S(=O)(Nc1ncccn1)c1ccc(NC(=S)Nc2cccc(Cl)c2)cc1 was read as M. tuberculosis inconclusive, H37Rv inhibition -4% and PhoP GFP inhibition 47%.
O=C(Cc1ccc(Cl)cc1)N1CCN(c2ccccc2)CC1 was read as M. tuberculosis 31%, H1N1 NS1A inhibition 4%, inhibitors of VEEV inactive, H37Rv inhibition 3% and PhoP GFP inhibition -12%.

Random excerpt: 3 entries already listed.
`COc1c(F)c(F)c(C(=O)Nc2ccccc2N2CCN(C(=O)C(C)C)CC2)c(F)c1F` gave M. tuberculosis 3%, H1N1 NS1A inhibition 9%, inhibitors of VEEV 1.3%, H37Rv inhibition 0% and PhoP GFP inhibition -14%.
O=c1c2c(nc3nc[nH]n13)CCC2 was read as M. tuberculosis -5%, H1N1 NS1A inhibition -3%, inhibitors of VEEV 2.4%, H37Rv inhibition -2% and PhoP GFP inhibition -7%.
Screening CCOC(=O)C(CC)Sc1nc(N)c(NC(=O)c2ccc(OC)c(OC)c2)c(=O)[nH]1 (stereo not given) returned M. tuberculosis -10%, H1N1 NS1A inhibition -7%, inhibitors of VEEV 0.7%, H37Rv inhibition -6% and PhoP GFP inhibition -2%.

Remaining list, next part:
For O=C(CSc1nnnn1-c1ccccc1)NC1CCCc2ccccc21 (stereo not given) the results were M. tuberculosis 40%, H1N1 NS1A inhibition -5%, inhibitors of VEEV inactive, H37Rv inhibition 0% and PhoP GFP inhibition -3%.
Cc1cccn2c(=O)c3cc(C(=O)NCC4CCCO4)c(=N)n(CC4CCCO4)c3nc12 (stereo not given) was read as M. tuberculosis 14%, H1N1 NS1A inhibition 10%, inhibitors of VEEV 0.3%, H37Rv inhibition -12% and PhoP GFP inhibition 3%.
For CC(=O)NC12CC3CC(C1)CC(C(=O)Nc1nc4c(C)cccc4s1)(C3)C2 the results were M. tuberculosis 23%, H1N1 NS1A inhibition 1%, inhibitors of VEEV 7.0%, H37Rv inhibition inconclusive and PhoP GFP inhibition -16%.
`Cn1nc(C(=O)NCc2ccc(F)cc2)c2c1-c1ccccc1S(=O)(=O)C2` gave M. tuberculosis 11%, H1N1 NS1A inhibition 1%, inhibitors of VEEV 5.3%, H37Rv inhibition 10% and PhoP GFP inhibition -5%.
`CN1C(=O)/C(=C/c2ccc(C(=O)Nc3ccc(O)cc3C(=O)O)cc2)SC1=S` gave M. tuberculosis 45%, H1N1 NS1A inhibition 6%, inhibitors of VEEV 3.9%, H37Rv inhibition 1% and PhoP GFP inhibition 6%.
`Cc1cc(-c2csc(Nc3ccccn3)n2)ccc1F` gave M. tuberculosis 38%, H1N1 NS1A inhibition 3%, inhibitors of VEEV 7.8%, H37Rv inhibition 13% and PhoP GFP inhibition -7%.
COc1ccc(S(=O)(=O)N2CCCCC2)cc1NC(=O)Cc1ccsc1 was read as M. tuberculosis -4%, H1N1 NS1A inhibition -18%, inhibitors of VEEV 2.1% and H37Rv inhibition -7%.
Screening CCN(CC(=O)N1CCN(Cc2ccccc2)CC1)S(=O)(=O)c1ccc(F)cc1 returned M. tuberculosis -5%, H1N1 NS1A inhibition -4%, inhibitors of VEEV inactive, H37Rv inhibition -18% and PhoP GFP inhibition -10%.
Screening COC(=O)c1ccc(CN2CCCC(CO)(Cc3ccccc3F)C2)cc1 (stereo not given) returned M. tuberculosis 39%, H1N1 NS1A inhibition -1%, inhibitors of VEEV 0.1%, H37Rv inhibition 2% and PhoP GFP inhibition -4%.
For COc1ccc(/C(O)=C2/C(=O)C(=O)N(CCCC(=O)O)C2c2ccc(OC)cc2)cc1 (stereo not given) the results were M. tuberculosis -4%, H1N1 NS1A inhibition 4%, inhibitors of VEEV 0.9%, H37Rv inhibition -3% and PhoP GFP inhibition 7%.
COC(=O)c1c(NC(=O)CSc2nnc(-c3ccco3)n2C)sc(C)c1C was read as M. tuberculosis 10%, H1N1 NS1A inhibition 2%, inhibitors of VEEV 1.4%, H37Rv inhibition 1% and PhoP GFP inhibition 7%.
COc1ccc(-c2nn(-c3ccccc3C)cc2CNC(C)Cn2cncn2)cc1F (stereo not given) was read as M. tuberculosis 32%, H1N1 NS1A inhibition 2%, inhibitors of VEEV 0.6%, H37Rv inhibition 2% and PhoP GFP inhibition -8%.
For CN=CC1=C(O)c2ccccc2C1=O the results were M. tuberculosis -2%, H1N1 NS1A inhibition 1%, inhibitors of VEEV inactive, H37Rv inhibition -6% and PhoP GFP inhibition -2%.
For CC(C)=C1C2CCC1C1C(=O)N(c3nc(-c4ccccc4)c(C)s3)C(=O)C21 (stereo not given) the results were M. tuberculosis -9%, H1N1 NS1A inhibition -9%, inhibitors of VEEV 1.2%, H37Rv inhibition -6% and PhoP GFP inhibition -3%.
C=CCOc1cccc(CNc2cccc(C(=O)O)c2)c1 was read as M. tuberculosis 1%, H1N1 NS1A inhibition -3%, inhibitors of VEEV 2.3%, H37Rv inhibition -9% and PhoP GFP inhibition -4%.
O=C(NCc1cccnc1)Nc1cccc(Cl)c1 was read as M. tuberculosis -3%, H1N1 NS1A inhibition 17%, inhibitors of VEEV 0.2%, H37Rv inhibition 3% and PhoP GFP inhibition 3%.
For CCC1Oc2ccc(C)cc2N(CC(=O)NCCCN2CCOCC2)C1=O (stereo not given) the results were M. tuberculosis -8%, H1N1 NS1A inhibition 2%, inhibitors of VEEV 0.2%, H37Rv inhibition 8% and PhoP GFP inhibition 8%.
CCCCNC(=S)N1CCn2cccc2C1c1ccccc1 (stereo not given) was read as M. tuberculosis 18%, H1N1 NS1A inhibition 1%, inhibitors of VEEV inactive, H37Rv inhibition 8% and PhoP GFP inhibition -8%.
For CC(C)n1cnnc1SCC(=O)Nc1cccc(S(=O)(=O)N(C)c2ccccc2)c1 the results were M. tuberculosis 30%, H1N1 NS1A inhibition -4%, inhibitors of VEEV 0.9%, H37Rv inhibition -2% and PhoP GFP inhibition -16%.
For Cc1cc(OCC(=O)N(Cc2ccccc2)C2CCS(=O)(=O)C2)ccc1Cl (stereo not given) the results were M. tuberculosis 12%, H1N1 NS1A inhibition 2%, inhibitors of VEEV 2.0%, H37Rv inhibition 5% and PhoP GFP inhibition 6%.
`O=C(NC(=O)c1cccc(OC(F)(F)C(F)F)c1)OC1CCS(=O)(=O)C1` (stereo not given) gave M. tuberculosis 3%, H1N1 NS1A inhibition 1%, inhibitors of VEEV 1.1%, H37Rv inhibition 1% and PhoP GFP inhibition 0%.
`Cc1ccc(C(=O)NCC2(c3ccccc3)CCCC2)cc1` gave M. tuberculosis 59%, H1N1 NS1A inhibition -3%, inhibitors of VEEV 0.1%, H37Rv inhibition 34%, PhoP GFP inhibition -1% and inhibitors of VEEV 10K pilot screen 1.1.
Screening O=c1[nH]c(=O)c2nc3c4ccccc4c4ccccc4c3nc2[nH]1 returned M. tuberculosis -8%, H1N1 NS1A inhibition -12%, inhibitors of VEEV inactive, H37Rv inhibition 19% and PhoP GFP inhibition 1%.
Screening O=C(Nc1cccc2ccccc12)c1nn(C23CC4CC(CC(C4)C2)C3)cc1[N+](=O)[O-] returned M. tuberculosis 35%, H1N1 NS1A inhibition 3%, inhibitors of VEEV 0.9%, H37Rv inhibition 2% and PhoP GFP inhibition 6%.
Screening COc1cc(C2NCCC(=O)C2(C)C)cc(OC)c1OC (stereo not given) returned M. tuberculosis 0%, H1N1 NS1A inhibition 10%, inhibitors of VEEV inactive, H37Rv inhibition -2% and PhoP GFP inhibition -2%.
For COc1ccc(NS(=O)(=O)c2cccc(C(=O)NNC(=O)c3ccc(NC(C)=O)cc3)c2)cc1 the results were M. tuberculosis -6%, H1N1 NS1A inhibition -14%, inhibitors of VEEV inactive, H37Rv inhibition -8% and PhoP GFP inhibition 2%.
Screening CC(C)CN(C(=O)c1cc([N+](=O)[O-])cc([N+](=O)[O-])c1)C1CCS(=O)(=O)C1 (stereo not given) returned M. tuberculosis -21%, H1N1 NS1A inhibition 0%, inhibitors of VEEV 0.9%, H37Rv inhibition -3% and PhoP GFP inhibition 11%.
CN(C)C(=O)CSc1nnc(CCCCCNC(=O)OC(C)(C)C)o1 was read as M. tuberculosis 58%, H1N1 NS1A inhibition 5%, inhibitors of VEEV 1.1%, H37Rv inhibition 2% and PhoP GFP inhibition -18%.
Screening O=S(=O)(Nc1cccc(CCc2ccccn2)c1)c1ccc(Cl)cc1 returned M. tuberculosis 10%, H1N1 NS1A inhibition -21%, inhibitors of VEEV 0.8%, H37Rv inhibition -7% and PhoP GFP inhibition -15%.
Screening CC(=O)Oc1c(Cl)cc(N(C(C)=O)S(=O)(=O)c2ccccc2)c2ccccc12 returned M. tuberculosis inconclusive, inhibitors of VEEV inactive, H37Rv inhibition -9% and PhoP GFP inhibition 6%.
COc1ccc(S(=O)(=O)Nc2ccc(F)c(Cl)c2)cc1OC was read as M. tuberculosis -6%, H1N1 NS1A inhibition 9%, inhibitors of VEEV 3.4%, H37Rv inhibition -1% and PhoP GFP inhibition 1%.
`COC(=O)[C@H](CCSC)NC(=O)NCCC1=CCCCC1` gave M. tuberculosis -2%, H1N1 NS1A inhibition -10%, inhibitors of VEEV inactive, H37Rv inhibition 21% and PhoP GFP inhibition 6%.
`CCN1CCN(C(C(=O)NC2CCCC2)c2ccc(Cl)cc2)CC1` (stereo not given) gave H1N1 NS1A inhibition 9%, inhibitors of VEEV 1.0%, H37Rv inhibition -2% and PhoP GFP inhibition 7%.
`Cc1cc(C)c(C)c(OCC(=O)NCC2CCCO2)c1` (stereo not given) gave M. tuberculosis 9%, H1N1 NS1A inhibition -7%, inhibitors of VEEV inactive, H37Rv inhibition -11% and PhoP GFP inhibition -3%.
